Source: PubChem (National Center for Advancing Translational Sciences (NCATS))
NPSR antag: qHTS Assay for Antagonists of the Neuropeptide S Receptor: cAMP Signal Transduction; Q6W5P4; AID 1461, 2008; 220,000 tested, 1% active; CHO-NPSR cells, cAMP TR-FRET, antagonist mode; Potency, µM (series often up to 38.3 µM), without a hit: at the top dose activity change, negative = inhibition, most hits filed as inhibitors; also: potency is read from the fitted curve at half-maximal effect; % is scaled to controls: 0 for no effect and ±100 for the full control effect; nearly all actives have a fitted effect of over 50% in size; many of its hits are not listed in these tables
Target sequence (Q6W5P4 whole entry, looked up): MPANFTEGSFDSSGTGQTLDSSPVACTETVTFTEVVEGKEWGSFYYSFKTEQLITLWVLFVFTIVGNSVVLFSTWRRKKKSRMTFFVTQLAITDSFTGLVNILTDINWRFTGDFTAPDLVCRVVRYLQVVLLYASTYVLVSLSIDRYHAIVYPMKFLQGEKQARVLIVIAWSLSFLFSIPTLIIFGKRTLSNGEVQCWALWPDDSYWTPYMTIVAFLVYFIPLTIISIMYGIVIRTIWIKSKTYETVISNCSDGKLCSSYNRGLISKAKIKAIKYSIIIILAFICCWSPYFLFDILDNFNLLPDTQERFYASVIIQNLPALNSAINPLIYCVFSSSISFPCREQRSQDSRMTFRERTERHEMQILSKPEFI
GLA spleen mod: qHTS Assay for Inhibitors and Activators of Human alpha-Galactosidase From Spleen Homogenate; Potency, µM (highest dose often 80 µM), for the others: at the top dose activity change, negative = inhibition, hits mostly inhibitors; human spleen homogenate, 4MU-alpha-Gal fluorescence, 40 min; Alpha-galactosidase A (Homo sapiens), P06280; 240,000 tested, 0.008% active;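 also: potency is read from the fitted curve at half-maximal effect; 0% = enzyme with vehicle and -100% = no enzyme basal signal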
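qHTS titration in buffer at pH 5.0. Alpha-galactosidase activity in spleen homogenate was measured via 4-methylumbelliferone release from 1 mM fluorogenic substrate after 40 min at 37C and a pH 10 stop. AC50 came from Hill fits of control-normalized data.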
Tau fluor counter: Counterscreen qHTS for Inhibitors of Tau Fibril Formation, Fluorescence Polarization | 280,000 tested, 0.93% active | Potency, µM (series often up to 57.7 µM), inactives show top-dose activity change, negative = decrease | tau K18 P301L Alexa594 fluorescence, heparin fibrillization; also: potency is read from the fitted curve at half-maximal effect; % is scaled to controls: 0 for no effect and ±100 for the full control effect; nearly all actives have a fitted effect of over 55% in size
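Human tau K18 P301L (15 uM unlabeled, 0.24 uM Alexa 594-labeled) in 100 mM sodium acetate pH 7 with 20 uM heparin, 6 hr at 37 C. ThT 30 uM added, 1 hr ambient; Alexa 594 FP and total fluorescence read at 555/632 nm.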
Epigenetic reg: Quantitative High-Throughput Screen for Regulators of Epigenetic Control | Potency, µM (top dose mostly 53.9 µM), without a hit: at the highest dose GFP activation, actives largely listed as activators | murine LDR cells, GFP reporter derepression, 30 h | 280,000 tested, 0.2% active; also: potency is read from the fitted curve at half-maximal effect; % of control where 0% means no effect; nearly all actives have a fitted effect of over 60% in size
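Derepression of a silenced CMV-GFP reporter in murine LDR cells is scored by enumerating GFP-positive cells with a laser-scanning microplate cytometer after 30 hours of treatment at 37 C.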
CBFb-RUNX1 inh: qHTS Assay for Compounds Blocking the Interaction Between CBF-beta and RUNX1 for the Treatment of Acute Myeloid Leukemia; 230,000 tested, under 10 active; Potency, µM (top dose mostly 59.8 µM), without a hit: at the highest dose activity, negative = inhibition, most hits filed as inhibitors; AlphaScreen CBFb-His/RUNX1-biotin binding, biochemical; Runt-related transcription factor 1 (Homo sapiens) + Core-binding factor subunit beta …; also: % of control where 0% means no effect
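Compounds were screened at multiple concentrations against a preformed CBF-beta(His)/RUNX1(biotin) complex (30 nM of each) for 15 min at room temperature, followed by 90 min with nickel and streptavidin beads and AlphaScreen reading.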
TRb SRC2 PPI: qHTS for Inhibitors of the Interaction of Thyroid Hormone Receptor and Steroid Receptor Coregulator 2 | Thyroid hormone receptor beta (Homo sapiens), P10828 | TRbeta-SRC2 peptide binding, fluorescence polarization; receptor liganded with 1 µM T3 | Potency, µM (top dose mostly 106 µM), for the others: at the highest dose activity change, negative = inhibition, most hits filed as inhibitors | 280,000 tested, 0.065% active | AID 1469, 2008;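 also: potency is read from the fitted curve at half-maximal effect; plate controls were bound peptide for no effect and peptide without receptor for full effect; nearly all actives have a fitted effect of over 50% in size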
Target sequence (P10828 whole entry, looked up): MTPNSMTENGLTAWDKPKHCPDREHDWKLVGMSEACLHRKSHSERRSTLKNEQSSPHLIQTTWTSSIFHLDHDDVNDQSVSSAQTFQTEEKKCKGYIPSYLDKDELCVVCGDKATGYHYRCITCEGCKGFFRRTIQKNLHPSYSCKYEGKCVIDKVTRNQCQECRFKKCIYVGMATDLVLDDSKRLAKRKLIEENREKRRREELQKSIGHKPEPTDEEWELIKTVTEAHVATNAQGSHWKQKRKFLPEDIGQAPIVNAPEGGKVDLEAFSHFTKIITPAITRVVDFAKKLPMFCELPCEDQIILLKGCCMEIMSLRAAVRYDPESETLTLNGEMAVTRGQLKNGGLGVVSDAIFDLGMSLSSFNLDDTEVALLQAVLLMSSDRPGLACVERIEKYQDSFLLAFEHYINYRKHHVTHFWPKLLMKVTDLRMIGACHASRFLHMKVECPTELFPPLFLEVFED
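Read-out is fluorescence polarization (555 nm excitation, 632 nm emission) of a Texas Red SRC2 coactivator peptide; loss of signal reflects blocked binding to human TRb ligand-binding domain in the presence of 1 uM T3.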
TR SRC2 fluor cs: Total Fluorescence Counterscreen for Inhibitors of the Interaction of Thyroid Hormone Receptor and Steroid Receptor Coregulator 2; TRb/SRC2 Texas Red total fluorescence interference; Potency, µM (doses to about 106 µM), for the others: at the top dose fluorescence change, negative = quenching; 280,000 tested, 0.29% active; active = well fitted curve in either direction with a large enough effect; inconclusive = small, poorly fitted or top-dose-only effect; also: potency is read from the fitted curve at half-maximal effect; % is scaled to controls: 0 for no effect and ±100 for the full control effect
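Human TRb ligand-binding domain at 0.6 uM with 20 nM Texas Red SRC2 peptide in Tris buffer containing 1 uM T3 and 5% DMSO, incubated with compound 5 h at ambient temperature. Total fluorescence (555/632 nm) calculated as parallel + 2 × perpendicular.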
Tau FP inhib: qHTS for Inhibitors of Tau Fibril Formation, Fluorescence Polarization. Microtubule-associated protein tau (Homo sapiens), P10636. K18 P301L tau heparin fibrillization, Alexa594 FP, 6 h. Potency, µM (highest dose often 57.7 µM), without a hit: top-dose activity, negative = inhibition, hits mostly inhibitors. 280,000 tested, 0.39% active. AID 1468, 2008; also: potency is read from the fitted curve at half-maximal effect; % is scaled to controls: 0 for no effect and ±100 for the full control effect; nearly all actives have a fitted effect of over 55% in size
Target sequence (P10636 561-689 P618L limits assumed): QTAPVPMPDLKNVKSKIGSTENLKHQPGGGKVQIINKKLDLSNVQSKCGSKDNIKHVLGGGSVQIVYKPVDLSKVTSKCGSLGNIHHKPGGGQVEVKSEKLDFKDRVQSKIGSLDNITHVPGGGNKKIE
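FP of Alexa 594-tau after heparin (20 uM) induction. Substrate: human K18 P301L, 15 uM unlabeled, 0.24 uM labeled. Buffer 100 mM sodium acetate pH 7. 6 hr, 37 C.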
* hit, by the source's call; & = joins results of further samples; [ ] = another dose, or the depositor's remark. Unless noted, calls follow the shape of the dose curve; as a rule, active = well fitted curve in the direction sought with a large enough effect; inconclusive = small, poorly fitted or top-dose-only effect, or another doubt; inactive = no such curve, though single readings can be large; an effect the other way counts as inactive or inconclusive.

O=C(Nc1ccc(Cl)cc1)N(Cc1cccs1)Cc1cccs1 was read as NPSR antag inconclusive, GLA spleen mod -0.6%, Tau fluor counter inconclusive, Epigenetic reg 0.9%, CBFb-RUNX1 inh 24.4%, TRb SRC2 PPI -0.5%, TR SRC2 fluor cs -1.1% and Tau FP inhib -8.3%.
Screening C/C(Nc1ccc(Cl)cc1)=C(/C#N)C(N)=O returned NPSR antag -6.6%[46.1 µM], GLA spleen mod -3.8%, Tau fluor counter -4.3%, Epigenetic reg -0.2%, CBFb-RUNX1 inh -2.5%, TRb SRC2 PPI 7.5%, TR SRC2 fluor cs -6.0% and Tau FP inhib 1.9%.
Cc1ccc(-c2cc(C(F)F)n3ncc(C(=O)Nc4c(C)nn(Cc5c(Cl)cccc5Cl)c4C)c3n2)cc1 was read as NPSR antag -9.2%[46.1 µM], GLA spleen mod inconclusive, Tau fluor counter 1.0%, Epigenetic reg -1.2%, CBFb-RUNX1 inh 7.1%, TRb SRC2 PPI -9.8%, TR SRC2 fluor cs 2.2% and Tau FP inhib 1.7%.
`Cc1ccc(S(=O)(=O)N(C)C)cc1NC(=O)c1cncc(Br)c1` gave NPSR antag -2.2%, GLA spleen mod 0.7%, Tau fluor counter -15.2%, Epigenetic reg 0.8%, CBFb-RUNX1 inh 1.8%, TRb SRC2 PPI -3.8%, TR SRC2 fluor cs 0.2% and Tau FP inhib 4.7%.
Screening O=[N+]([O-])c1cc2c(cc1/C=N/Nc1nc(N3CCCC3)nc(N3CCCC3)n1)OCO2 returned NPSR antag -3.6%, GLA spleen mod 2.3%, Tau fluor counter -1.7%, Epigenetic reg -1.1%, CBFb-RUNX1 inh inconclusive, TRb SRC2 PPI 8.3%, TR SRC2 fluor cs -1.8% and Tau FP inhib -0.6%.
Cc1ccccc1-n1c(SCC(=O)N/N=C/C=C/c2ccccc2[N+](=O)[O-])nc2ccccc2c1=O was read as NPSR antag -12.9%, GLA spleen mod 3.8%, Tau fluor counter -9.9%, Epigenetic reg 0.0%, CBFb-RUNX1 inh -16.7%, TRb SRC2 PPI -4.9%, TR SRC2 fluor cs -0.7% and Tau FP inhib 5.0%.
`Cc1cc(S(=O)(=O)NCc2ccc(N3CCN(C)CC3)cc2)c(C)s1` gave NPSR antag -19.3%, GLA spleen mod 2.6%, Tau fluor counter -19.5%, Epigenetic reg 0.0%, CBFb-RUNX1 inh 4.7%, TRb SRC2 PPI 0.3%, TR SRC2 fluor cs -1.4% and Tau FP inhib -8.1%.
`C=CCn1c(SCC(=O)NC(=O)NCC(C)C)nnc1C1CCCCC1` gave NPSR antag -9.6%[46.1 µM], GLA spleen mod -5.0%, Tau fluor counter 0.6%, Epigenetic reg -1.1%, CBFb-RUNX1 inh 0.7%, TRb SRC2 PPI -7.0%, TR SRC2 fluor cs 1.1% and Tau FP inhib 2.4%.
Screening Cc1ccc(S(=O)(=O)Nc2ccc(SC(F)F)cc2)c(C)c1 returned NPSR antag -24.1%, GLA spleen mod -11.7%, Tau fluor counter inconclusive, Epigenetic reg -3.0%, CBFb-RUNX1 inh 29.0%, TRb SRC2 PPI -3.0%, TR SRC2 fluor cs -1.4% and Tau FP inhib -12.7%.
Cc1ccc(C(=O)CSc2nsc(C)c2C#N)cc1 was read as NPSR antag -15.6%[46.1 µM], GLA spleen mod 2.7%, Tau fluor counter -24.4%, Epigenetic reg 8.3%, CBFb-RUNX1 inh 11.0%, TRb SRC2 PPI -2.8%, TR SRC2 fluor cs -1.6% and Tau FP inhib -12.8%.
CCOC(=O)c1c(C)oc2cc(Br)c(OC)cc12 was read as NPSR antag 3.2%[46.1 µM], GLA spleen mod 4.4%, Tau fluor counter -9.1%, Epigenetic reg -5.9%, CBFb-RUNX1 inh 15.5%, TRb SRC2 PPI -5.9%, TR SRC2 fluor cs -5.4% and Tau FP inhib -8.0%.
O=c1c2cc3c(cc2[nH]c(=S)n1Cc1ccco1)OCO3 was read as NPSR antag -8.2%[46.1 µM], GLA spleen mod 2.9%, Tau fluor counter -11.3%, Epigenetic reg 6.2%, CBFb-RUNX1 inh 8.4%, TRb SRC2 PPI 2.7%, TR SRC2 fluor cs 5.5% and Tau FP inhib -0.3%.
`Cc1cnc(C(=O)OCc2ccc(COC(=O)c3cnc(C)cn3)cc2)cn1` gave NPSR antag 17.5%, GLA spleen mod 0.4%, Tau fluor counter 11.2%, Epigenetic reg -0.4%, CBFb-RUNX1 inh 3.5%, TRb SRC2 PPI 3.3%, TR SRC2 fluor cs 2.2% and Tau FP inhib 3.0%.
For CCOC(=O)CSc1nnc(-c2c[nH]c3ccccc23)n1CC the results were NPSR antag -7.9%[46.1 µM], GLA spleen mod -1.3%, Tau fluor counter -14.3%, Epigenetic reg -5.3%, CBFb-RUNX1 inh 2.3%, TRb SRC2 PPI 5.2%, TR SRC2 fluor cs -1.0% and Tau FP inhib -1.2%.
Cc1nc(N2CCOCC2)nc(N2CCCCC2)c1[N+](=O)[O-] was read as NPSR antag -1.3%, GLA spleen mod -3.3%, Tau fluor counter 2.5%, Epigenetic reg 0.9%, CBFb-RUNX1 inh 3.0%, TRb SRC2 PPI -3.0%, TR SRC2 fluor cs -2.0% and Tau FP inhib -1.7%.
Screening CCCOc1ccc(C(C)=O)cc1CSc1nc(O)cc(=O)[nH]1 returned NPSR antag -15.4%[46.1 µM], GLA spleen mod -3.4%, Tau fluor counter -18.0%, Epigenetic reg -1.7%, CBFb-RUNX1 inh -1.9%, TRb SRC2 PPI 6.9%, TR SRC2 fluor cs -0.6% and Tau FP inhib -4.5%.
CCc1ccc(N(CC(=O)Nc2ccc(NC(C)=O)cc2)S(=O)(=O)c2ccccc2)cc1 was read as NPSR antag -10.6%, GLA spleen mod 7.9%, Tau fluor counter 6.0%, Epigenetic reg -4.8%, CBFb-RUNX1 inh -8.0%, TRb SRC2 PPI 6.4%, TR SRC2 fluor cs -2.3% and Tau FP inhib 5.9%.
Screening O=C(COc1ncnc2cc([N+](=O)[O-])ccc12)NC1CCCCC1 returned NPSR antag -17.4%, GLA spleen mod -6.3%, Tau fluor counter -20.6%, Epigenetic reg 0.0%, CBFb-RUNX1 inh 2.7%, TRb SRC2 PPI -6.1%, TR SRC2 fluor cs -3.1% and Tau FP inhib 1.0%.
`O=C(O)c1ccc(Cl)c(NC(=S)NC(=O)c2ccccc2[N+](=O)[O-])c1` gave NPSR antag 12.8%, GLA spleen mod -2.0%, Tau fluor counter -3.0%, Epigenetic reg 0.0%, CBFb-RUNX1 inh 8.8%, TRb SRC2 PPI 0.0%, TR SRC2 fluor cs -2.2% and Tau FP inhib 3.7%.
CN1Cc2c(N)cccc2C(c2ccccc2)C1 (stereo not given) was read as NPSR antag 1.4%, GLA spleen mod inconclusive, Tau fluor counter -3.6%&-3.8%&-4.0%, Epigenetic reg 1.1%&-0.2%&4.0%, CBFb-RUNX1 inh 2.6%&-11.8%&1.4%, TRb SRC2 PPI -0.1%&12.1%&10.7%, TR SRC2 fluor cs -4.7%&3.3%&-1.2% and Tau FP inhib 3.0%&1.6%&0.6%.
`CC(CCO)Nc1nc2c([nH]1)c(=O)n(C)c(=O)n2C` (stereo not given) gave NPSR antag -7.0%[46.1 µM], GLA spleen mod 1.4%, Tau fluor counter 1.2%, Epigenetic reg -1.1%, CBFb-RUNX1 inh -0.5%, TRb SRC2 PPI 5.0%, TR SRC2 fluor cs -9.4% and Tau FP inhib inconclusive.
Screening Cc1ccccc1OCC(=O)NNC(=O)Nc1ccccc1 returned NPSR antag -12.0%, GLA spleen mod -1.3%, Tau fluor counter -5.4%, Epigenetic reg 1.1%, CBFb-RUNX1 inh -2.2%, TRb SRC2 PPI -3.5%, TR SRC2 fluor cs -1.1% and Tau FP inhib -8.5%.
`Cn1c(=O)c2nnn(/N=C(\c3ccccc3)C3CC3)c2n(C)c1=O` gave NPSR antag -13.8%[46.1 µM], GLA spleen mod 1.3%, Tau fluor counter -3.6%, Epigenetic reg -3.0%, CBFb-RUNX1 inh 13.5%, TRb SRC2 PPI -2.3%, TR SRC2 fluor cs -10.3% and Tau FP inhib -2.1%.
Cc1ccc(S(=O)(=O)N2CCOCC2)cc1NC(=O)COC(=O)c1cccnc1Cl was read as NPSR antag 10.6%, GLA spleen mod -1.5%, Tau fluor counter 8.4%, Epigenetic reg 0.0%, CBFb-RUNX1 inh 2.9%, TRb SRC2 PPI -8.8%, TR SRC2 fluor cs 0.2% and Tau FP inhib 6.0%.
`Fc1ccccc1-c1nc(NCc2ccccc2)c2ccccc2n1` gave NPSR antag 42.3%, GLA spleen mod 4.8%, Tau fluor counter inconclusive, Epigenetic reg -0.5%, CBFb-RUNX1 inh 8.3%, TRb SRC2 PPI -5.9%, TR SRC2 fluor cs -1.3% and Tau FP inhib inconclusive.
`CN(C)CCCNc1cc(Cl)c(S(=O)(=O)N2CCCCC2)cc1C(=O)O` gave NPSR antag 17.8%[46.1 µM], GLA spleen mod 4.0%, Tau fluor counter 1.6%, Epigenetic reg -1.1%, CBFb-RUNX1 inh 2.1%, TRb SRC2 PPI 6.8%, TR SRC2 fluor cs -0.7% and Tau FP inhib 7.0%.

The list is partial. The share of hits here may be higher or lower than overall.
